# Assay outcomes deposited in PubChem BioAssay by several laboratories.
# Ecoli WT expand = E. coli BW25113 growth inhibition, expanded screen. OD600 absorbance. growth inhibition, % at 100 µM. hit rate 0.15% among 98,000. AID 710;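 active = growth inhibition above about 50% at one test dose, limit read from the data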;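 note: growth measured after 20 h incubation at 37 °C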
# CD11b adhes enh = enhancers of human CD11b/CD18 binding to fibrinogen | P05107+P11215 | K562 CD11b/CD18 adhesion to fibrinogen, ATPlite luminescence | activation, % at 10 µM | hit rate 0.07% among 93,000 | AID 1499;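 active = 10 µM primary screen giving 50% or more activity, confirmed by 40% or more on retest at that dose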; note: strong numbers were not always called active; reference of the scale not given here
# ERa SRC1 pot = enhances coactivator binding to human estrogen receptor alpha. coactivator binding (% of control), % at 25.6 µM. TR-FRET ERalpha-LBD/SRC-Cy5 coactivator binding, 2 h; 100 = basal binding, no effect. hit rate 1.3% among 86,000. P03372; in the data active = activity above about 200%;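 note: binding measured in presence of low estradiol as agonist stimulus; 0% = peptide alone without receptor and 100% = receptor with peptide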
# ERa SRC1 inh = ER-alpha (human) coactivator binding inhibition; hit rate 1.7% among 86,000; inhibition, % at 25.6 µM; P03372; TR-FRET ER-alpha LBD / SRC-1 peptide, estradiol-bound; AID 629; in the data active = inhibition above about 50%;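 note: 0% = receptor plus peptide control and 100% = peptide only without receptor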
# Mac1 fbg inh = inhibitors of human CD11b/CD18 binding to fibrinogen. P05107+P11215. K562 CD11b/CD18 adhesion to fibrinogen, ATPlite luminescence; Mn2+ added to activate the integrin. inhibition, % at 10 µM. hit rate 0.54% among 93,000. AID 1497;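 active = primary inhibition of 50% or more at 10 µM, then 40% or more on retest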; note: some results filed as inactive read as strong as hits
# ERb SRC1 inh = blocks coactivator binding to human estrogen receptor beta; Q92731; TR-FRET ER-beta LBD / SRC1-Cy5 peptide binding; receptor agonist-loaded with 1 µM estradiol; inhibition, % at 25.6 µM; hit rate 1.3% among 86,000;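 active = compounds whose percent inhibition of the receptor-coactivator binding signal exceeds about 50% in the single-dose screen, limit read from the data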;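 note: 0% = receptor plus peptide wells without compound and 100% = peptide-only wells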
# FAK inh = blocks human focal adhesion kinase activity; Q05397; biochemical FAK kinase activity assay; inhibition, %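 (tested at 7 µM)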; hit rate 0.84% among 97,000; AID 727; in the data active = inhibition above about 19%;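 note: 0% = DMSO and 100% = reference compound high control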
# Target sequence (Q05397 whole entry, looked up): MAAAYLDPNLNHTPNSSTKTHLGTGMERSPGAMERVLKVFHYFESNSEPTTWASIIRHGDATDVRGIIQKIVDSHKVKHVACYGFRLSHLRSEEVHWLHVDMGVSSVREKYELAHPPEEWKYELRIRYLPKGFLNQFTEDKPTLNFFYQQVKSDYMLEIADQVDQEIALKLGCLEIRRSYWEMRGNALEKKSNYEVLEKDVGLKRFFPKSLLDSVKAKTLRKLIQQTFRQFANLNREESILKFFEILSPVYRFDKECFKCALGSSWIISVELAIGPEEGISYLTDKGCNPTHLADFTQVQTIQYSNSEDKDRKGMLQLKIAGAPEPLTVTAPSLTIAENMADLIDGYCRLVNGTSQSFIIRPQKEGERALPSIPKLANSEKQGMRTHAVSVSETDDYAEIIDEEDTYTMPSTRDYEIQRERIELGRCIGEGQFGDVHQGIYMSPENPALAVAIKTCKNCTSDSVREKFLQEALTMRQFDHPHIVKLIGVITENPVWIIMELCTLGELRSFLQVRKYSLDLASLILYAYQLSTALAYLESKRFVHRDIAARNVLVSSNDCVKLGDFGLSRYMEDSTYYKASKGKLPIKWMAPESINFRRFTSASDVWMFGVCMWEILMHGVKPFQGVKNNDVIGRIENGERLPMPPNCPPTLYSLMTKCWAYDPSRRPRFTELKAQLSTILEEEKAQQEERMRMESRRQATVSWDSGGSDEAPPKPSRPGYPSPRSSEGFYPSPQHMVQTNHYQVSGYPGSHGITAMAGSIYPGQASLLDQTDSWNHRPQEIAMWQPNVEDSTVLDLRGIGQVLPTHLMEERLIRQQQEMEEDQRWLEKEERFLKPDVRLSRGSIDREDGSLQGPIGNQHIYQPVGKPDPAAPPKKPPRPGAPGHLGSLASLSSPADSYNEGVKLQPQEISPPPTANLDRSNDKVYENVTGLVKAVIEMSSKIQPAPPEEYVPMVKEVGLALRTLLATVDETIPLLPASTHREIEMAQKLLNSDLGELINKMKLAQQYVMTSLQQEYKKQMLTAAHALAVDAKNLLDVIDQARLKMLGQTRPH
# MT1-MMP txn act = activates MT1-MMP transcription; hit rate 0.16% among 86,000; activation factor at 10 µM; HT1080 MT1-MMP promoter luciferase reporter, luminescence, overnight; hits give high values;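 active = activation factor of at least 2 for MT1-MMP transcription at 10 µM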
# PLAP act = activates human placental alkaline phosphatase | purified PLAP enzyme, luminescent substrate read-out; hits give high values | activation fold at 20 µM | AID 696 | P05187 | hit rate 1.2% among 96,000; in the data active = activation fold above about 2
# Active calls of the source: *; . = not tested or not shown; [ ] = another dose, or the depositor's remark.
SMILES,Ecoli WT expand,CD11b adhes enh,ERa SRC1 pot,ERa SRC1 inh,Mac1 fbg inh,ERb SRC1 inh,FAK inh,MT1-MMP txn act,PLAP act
CN(Cc1ccccc1)c1ncnc2ccc(Br)cc12,10,7,98,-1,16,4,39*,1.1,1.5
Nc1nc(CSc2nc3ccccc3s2)nc(N2CCCCC2)n1,6,-2,126,-9,-16,-7,-1,1.2,1.2
CC(=O)NC(CC(=O)Nc1ccc(S(=O)(=O)N2CCCC2)cc1)c1ccccc1 (stereo unspecified),-5,-1,104,-3,-2,-10,4,1,1.3
CNC(=O)/C(=C\c1ccc([N+](=O)[O-])cc1)NC(C)=O,6,-4,.,.,-9,.,-2,.,1.1
O=C(C1Cc2ccccc2CN1S(=O)(=O)c1ccc(F)cc1)N1CCCCCC1 (stereo unspecified),6,.,102[fluorescence artefact?],6,.,-1,1,1.1,1.2
Cc1cc(NC(=O)c2cc3nc4c(c(C(F)(F)F)n3n2)CCc2ccccc2-4)no1,.,1,133,9,3,10,.,1.1,0.8
COc1ccc2c(c1)nc(N)n2Cc1ccccc1,40,.,95,-4,.,7,3,1.3,1
CCOC(=O)c1cnc2c(-c3ccc(Cl)cc3)c(C)nn2c1N,.,.,179[fluorescence artefact?],4[fluorescence artefact?],.,2[fluorescence artefact?],-4,1.2,.
O=C(c1cc(-c2cccc(O)c2)on1)N1CCc2ccccc2C1,11,0,81[fluorescence artefact?],-6,-10,2,.,0.9,1.3
CC(C)OC(=O)CSc1nc2c(c(C3CC=CCC3)c1C#N)CCC2 (stereo unspecified),-5,-1,89,7[fluorescence artefact?],18,8,0,1,1.4
COc1ccc(C2(CN(C(C)=O)C(C)=O)CCCC2)cc1OC,6,-6,75,12,-2,14,0,1,1.1
CC(CCc1ccc(O)cc1)N(C)CCc1ccccc1 (stereo unspecified),2,0,123,0[fluorescence artefact?],-30,-1[fluorescence artefact?],-2,1.2,0.9
COc1ccc(-c2nc(CSCC(=O)NCC3CCCO3)c(C)o2)cc1OC (stereo unspecified),7,.,108,-5,.,-1,-6,1.1,1.1
COc1ccc2[nH]c(=O)c(CN(C(C)=O)C3CCCCC3)cc2c1,4,-3,101,5,-10,-6,0,1.1,1.4
CC1=CC(C)(C)N2C(=O)C3(C(C#N)=C(N)OC4=C3C(=O)CC(C)(C)C4)c3c(C)c(C)cc1c32 (stereo unspecified),-6,-1,91,12,4,-8,-2,1,1.6

# As a working copy, some entries already given.
SMILES,Ecoli WT expand,CD11b adhes enh,ERa SRC1 pot,ERa SRC1 inh,Mac1 fbg inh,ERb SRC1 inh,FAK inh,MT1-MMP txn act,PLAP act
CC(CCc1ccc(O)cc1)N(C)CCc1ccccc1 (stereo unspecified),2,0,123,0[fluorescence artefact?],-30,-1[fluorescence artefact?],-2,1.2,0.9
COc1ccc(-c2nc(CSCC(=O)NCC3CCCO3)c(C)o2)cc1OC (stereo unspecified),7,.,108,-5,.,-1,-6,1.1,1.1
COc1ccc2[nH]c(=O)c(CN(C(C)=O)C3CCCCC3)cc2c1,4,-3,101,5,-10,-6,0,1.1,1.4
CC1=CC(C)(C)N2C(=O)C3(C(C#N)=C(N)OC4=C3C(=O)CC(C)(C)C4)c3c(C)c(C)cc1c32 (stereo unspecified),-6,-1,91,12,4,-8,-2,1,1.6

# Other entries follow:
SMILES,Ecoli WT expand,CD11b adhes enh,ERa SRC1 pot,ERa SRC1 inh,Mac1 fbg inh,ERb SRC1 inh,FAK inh,MT1-MMP txn act,PLAP act
O=C(c1ccc([N+](=O)[O-])cc1)N1CCOC12CCN(c1ncc(C(F)(F)F)cc1Cl)CC2,-2,-2,119,0,-4,-7,-3,.,0.9
Cc1nc2cc(-c3ccsc3-n3c(C)ccc3C)[nH]n2c(=O)c1Cl,2,-6,98[fluorescence artefact?],59*,89,64*,-2,1.3,1
COc1ccc(Cl)cc1C(=O)NNC(=O)c1cccnc1,9,-2,.,.,0,.,1,.,1
N#CCCn1cc(/C=C(\C#N)c2nc3ccccc3s2)c(-c2ccc(F)cc2)n1,-6,0,131,11,1,1,4,1.1,1.2
CCCCn1c(SCC(=O)c2cc(OC)ccc2OC)nc2cc(S(N)(=O)=O)ccc21,-10,2,121,-42,10,-3,.,1.1,1.1
CCC(c1nnnn1CCOC)N(Cc1ccc(C)cc1)Cc1cc2cc(OC)ccc2[nH]c1=O (stereo unspecified),4,0,172,-1[fluorescence artefact?],-22,-1,7,1.1,1
CCOc1ccc(-n2c(C)nc3c(cnn3-c3ccc(Cl)cc3)c2=O)cc1,-7,11,.,.,-20,.,-4,1.1,0.7
COc1ccccc1CNC(=O)C1CCCN(S(=O)(=O)c2cnc[nH]2)C1 (stereo unspecified),6,-3,139[fluorescence artefact?],-3,-6,9[fluorescence artefact?],-1,1,1.4
COc1ccc(NC(=O)C2CCN(S(=O)(=O)c3ccc(OC)c(OC)c3)CC2)cc1,4,2,122,5[fluorescence artefact?],4,3[fluorescence artefact?],0,1.1,1.1
CCc1ccc(C(=O)NC(CC(C)C)C(=O)O)cc1 (stereo unspecified),-2,5,106,-2,-2,0,-2,1.1,1.1
COc1cccc(N2CCN(CC(=O)c3c[nH]c4ccc(OC)cc34)CC2C)c1 (stereo unspecified),7,6,118,2,-17,9,-1,1,1.2
Cc1ccc(Cn2cccc(NC(=O)c3ccco3)c2=O)cc1,2,-5,104[fluorescence artefact?],-35,10,-18,2,1.6,1.1
CCOc1cc2[nH]c(=O)n(CCCCCC(=O)NCc3ccco3)c(=O)c2cc1OCC,-7,-1,105,8[fluorescence artefact?],-6,-2[fluorescence artefact?],-3,1.1,0.8
Cn1nc(C(F)(F)F)c(C#N)c1N1CCN(c2ccc(F)cc2)CC1,-3,0,98,-4,7,-4,0,.,0.9
CCOC(=O)c1sc(=S)n(C)c1N,10,-3,93,3,-1,7,1,1.2,1
COc1ccc(NC(C)=O)cc1NC(=O)CN1CCN(C2c3ccccc3-c3ccccc32)CC1,-7,.,105,10,.,9,-6,0.9,2.8*
COc1cccc(NC(=O)C(C#N)Cc2ccncc2)c1 (stereo unspecified),7,-3,87,2,-3,6,4,1.1,1
O=C(Nc1ccccc1)N(Cc1cccs1)C1CCCC1,1,1,111,0,-2,-6,4,1.1,0.8
O=C(O)c1cc2cccc(S(=O)(=O)N3CCOCC3)c2cc1O,9,3,130,2,4,14,14,1,1
O=C(Nc1ccccc1)NC1(C(=O)N2CCN(C(=O)c3ccco3)CC2)CCCCC1,-2,2,105,6,-4,0,-3,1.1,.
COc1cc(C2NC(=O)NC(c3ccccc3)=C2C(C)=O)ccc1OCC(=O)O (stereo unspecified),10,8,105,-6,-12,-5,0,0.9,1.2
CCOC(=O)c1c(NC(=O)CSc2nc3cccnc3n2C)sc(C(C)=O)c1C,-1,-2,143,37,4,13,0,1,0.9
CCN(CC)CCCn1c(C)cc2c(c1=O)C(c1cc(OC)c(OC)cc1OC)C(C#N)=C(N)O2 (stereo unspecified),4,-1,108,3,-2,-9,3,1.1,1.1
Cc1cc(C)c2c(c1)/C(=C/C(=O)c1ccc(Br)s1)C(=O)N2,-9,2,122[fluorescence artefact?],5,14,-1,2,1,0.8
CC(C)OC(=O)c1c(N)n(CCCN2CCOCC2)c2nc3ccccc3nc12,2,3,91,5,-50,-6,1,1.1,1.6
Nc1cc(N)nc(SCCOc2ccccc2)n1,12,0,91[fluorescence artefact?],-4,-6,2,2,1.2,1.1
CC(=O)c1ccc(NC(=O)CSC(C)C)cc1,11,0,100,-2,14,-1,2,1.5,0.9
O=c1[nH]c(=O)n(Cc2ccco2)c2c1C(C(F)(F)F)(C(F)(F)F)N=C(CCC1CCCCC1)N2,-8,.,105,2,.,4,-2,1.1,1.2
O=C(CCC1CCCCC1)Nc1ncn[nH]1,-10,-3,133,-6[fluorescence artefact?],-8,-3[fluorescence artefact?],-1,1.1,2*
CCC(C)(C)n1nnnc1C(c1cc2cc(OC)ccc2[nH]c1=O)N1CCc2ccccc21 (stereo unspecified),-5,.,94,-1,.,3,0,1.1,1.6
CCOC(=O)CSc1nc2ccccc2c(=O)n1CCN1CCOCC1,-4,.,100,1,.,-3,-1,1,.
COc1ccc(CCNC(=O)C2CCCCC2C(=O)O)cc1OC (stereo unspecified),10,-1,.,.,22,.,3,.,1
Cc1ccc(CN(C(=O)c2cc(=O)c3cc(Cl)c(C)cc3o2)C2CCS(=O)(=O)C2)cc1 (stereo unspecified),0,-3,87,6,8,30,1,1.1,1.3
Cc1c2cnn(CC(=O)O)c(=O)c2c(C)n1Cc1ccccc1,-2,0,112,-5,4,1,-1,.,1.1
COC(=O)c1ccccc1NC(=O)CSc1nc(-c2ccco2)cc(C(F)(F)F)n1,-12,0,102,3,24,-8,.,0.6,0.8
Cn1c(N2CCOCC2)nc(-c2ccccc2)c1-c1ccccc1,9,-3,.,.,15,.,6,1.2,1.6
CCOC(=O)N1CCN(C(=O)c2cccn3c(=O)c4sccc4nc23)CC1,3,1,117,2,-3,-11[fluorescence artefact?],-3,1,1.1
Cc1ccc2cc3cc(C(=O)N4CCN(Cc5ccccc5)CC4)sc3nc2c1,-5,-1,112[fluorescence artefact?],-9,-24,-16,0,1,1.1
COC(=O)c1ccc(NC(=O)CSCC(=O)OCC(=O)c2ccc(Br)cc2)cc1,-5,-4,.,.,-4,.,0,.,1.1
CN1CCN(c2ccc([N+](=O)[O-])c(Sc3nc4ccccc4[nH]3)c2)CC1,6,-4,.,.,-5,.,-4,.,1.5
CC(C)Nc1nc(C#N)nc(NC(C)C)n1,-2,-4,110,-5,16,-12,6,1.1,1.1
O=C(O)c1cccc(NCc2cccnc2)c1,1,-3,102,-1,-29,2,2,.,0.9
Cc1ccc(C)c(N2CCN(C(=O)c3ccc4nc(-c5ccco5)c(-c5ccco5)nc4c3)CC2)c1,-9,14,56[fluorescence artefact?],27[fluorescence artefact?],5,43[fluorescence artefact?],2,1,1.5
CCc1ccccc1N(CC(=O)NCCSCc1ccco1)S(C)(=O)=O,-2,2,102[fluorescence artefact?],4,-18,45,-2,1.2,1.1
CC(C)Sc1nnc(Cn2c(=O)sc3ccccc32)n1-c1ccccc1,2,.,119[fluorescence artefact?],-3,.,-10,.,1.1,.
Cc1ccccc1OCCCN1CCCC1,4,.,118,-4,.,-3,-1,1.2,0.8
Cc1cccc(-c2nnc3sc(-c4ccccc4)nn23)c1,-13,-2,122[fluorescence artefact?],-11,-3,-21[fluorescence artefact?],-1,1.3,1.2
CC(C)NCC(=O)NC12CC3CC(CC(C3)C1)C2,6,1,113,14,-35,14[fluorescence artefact?],0,1.1,1.1
O=C(CN1CCN(S(=O)(=O)c2ccc(Br)cc2)CC1)Nc1ccc2c(c1)OCO2,-16,3,.,.,-11,.,6,1,1.3
Cc1ccc(-c2nc3nc4ccccc4nc3n2Cc2ccco2)cc1,-1,-3,114,0,21,8,.,1.3,1
CC(NC(=O)CCC1COc2ccccc2O1)c1ccccc1 (stereo unspecified),14,-5,104,-4,9,-7,2,1.1,1.6
Cc1nnc(NC(=O)c2ccc3c(c2)C(=O)N(CC2CCCO2)C3=O)s1 (stereo unspecified),-7,-2,109,-2,-14,-7,5,1.1,1
CCn1c(C)nc2cc(C(=O)OC(C(F)(F)C(F)F)C(F)(F)C(F)F)ccc21,-3,8,102,-1,24,-10,7,2.2*,1.4
COC(=O)Nc1sc(C(=O)N(C)C)c(C)c1C(=O)OC,-2,-2,108,-6,-9,-9,1,1.1,1.1
Cc1cc(C)nc(N(C#N)S(=O)(=O)c2ccccc2Cl)n1,-10,.,115,-1,.,-1,0,1.2,.
COc1ccc(OC)c(NC(=O)CSc2nnc(C3CCCCC3)n2-c2ccccc2)c1,.,.,92,-2,.,-8,-1,1.1,.
CN1CCc2c(sc(/N=C/c3ccco3)c2C(N)=O)C1,3,-6,104[fluorescence artefact?],-9,0,0[fluorescence artefact?],1,1.2,0.9
O=c1cc(CSc2ccc(Cl)cc2)nc(N2CCCCC2)[nH]1,-3,0,120[fluorescence artefact?],-10,-3,-7,5,1.1,0.9
